NCI-60 one-dose screen, 48 h, at 10 µM unless noted. Numbers give growth in % (100 = growth as untreated, 0 = no growth, -100 = all killed).
UACC-257: UACC-257 melanoma | 78,000 compounds, 4.4% hits
UACC-62: UACC-62 melanoma | 81,000 compounds, 5.4% hits | AID 1794756
M14: M14 melanoma | 80,000 compounds, 6.2% hits | AID 1794745
SK-MEL-5: SK-MEL-5 melanoma. 80,000 compounds, 6.4% hits. AID 1794755
SK-MEL-28: SK-MEL-28 melanoma. 81,000 compounds, 4.1% hits
MDA-MB-435: MDA-MB-435 melanoma. 82,000 compounds, 7.8% hits. AID 1794794
A549/ATCC: A549/ATCC NSCLC; 81,000 compounds, 3.7% hits
SK-MEL-2: SK-MEL-2 melanoma. 77,000 compounds, 4.7% hits
Active calls of the source: *; / = not tested or not shown; & = joins results of further samples; [ ] = remark or other dose. Rule for the calls: active = growth percent below 10; inactive = the rest.

Order of values: UACC-257, UACC-62, M14, SK-MEL-5, SK-MEL-28, MDA-MB-435, A549/ATCC, SK-MEL-2
> COC(=O)[C@H](Cc1ccccc1)NC(=O)[C@]12CCC(C)(C)C[C@H]1C1=CC[C@@H]3[C@@]4(C)Cc5c([nH]c6ccccc56)C(C)(C)[C@@H]4CC[C@@]3(C)[C@]1(C)CC2
  92, 89, 99, 98, 107, 96, 82, 93
> O=[N+]([O-])c1ccc2c(c1)/C(=C/c1ccc(Cl)cc1)c1ccccc1-2
  /, 96, 100, 103, 106, 103, 92, 92
> CCN(C(C)=O)c1ccc([N+](=O)[O-])cc1
  95, 98, 113, 96, 106, 116, 92, 107
> Cc1ccc([P+](Cc2ccc([N+](=O)[O-])cc2)(c2ccc(C)cc2)c2ccc(C)cc2)cc1
  -15*, -0.6*, 19, -12*, 28, 6.1*, 81, -22*
> O=S(=O)(OCCN(CCOS(=O)(=O)c1ccccc1)S(=O)(=O)c1ccccc1)c1ccccc1
  93, 81, 90, 93, 99, 105, 94, 89
> COC(=O)c1ccc(C(C)(C)C)cc1
  98, 107, 108, 105, 103, 102, 107, 109
> COc1ccc(N2C(=O)C(OC)C2c2ccc(Cl)cc2)cc1 (stereo not given)
  107, 96, 107, 107, 110, 101, 97, 105
> OCCNc1nccc(N2CCN(c3ccnc4cc(Cl)ccc34)CC2)n1
  84, 71, 69, /, 94, 7.3*, 81, 84
> O=C(Nc1ccccc1)OCC1OCOC(COC(=O)Nc2ccccc2)C1OC(=O)Nc1ccccc1 (stereo not given)
  102, 73, 16, 68, 39, 11, 48, 109
> CC(=O)/C(=C\c1ccc(Cl)cc1)c1ccccc1
  72, 29, 1.5*, -36*, 65, -35*, 17, 39
> O=C(Cn1cc(CN2C(=O)c3ccc([N+](=O)[O-])cc3C2=O)nn1)Nc1ccc([N+](=O)[O-])cc1
  105, 91, 106, 100, 101, 98, 106, 108
> O=S(=O)(Oc1ccc(-c2ccc3sccc3c2)cc1)C1CCCCC1
  108, 64, 111, 95, 99, 99, 101, 111
> C#CCn1c2c(c3ccccc31)C[C@]1(C)[C@H]3CC[C@@H]4[C@@H]5C(=CCC[C@H]5C(=C)C)CC[C@@]4(C)[C@]3(C)CC[C@H]1C2(C)C
  108, 95, 100, 100, 106, 102, 102, 104
> O=C1/C(=C/c2cccc(OCc3ccc(Cl)cc3)c2)N=C2SCCCN12
  108, 86, 113, 100, 108, 107, 89, 95
> Nn1c(N/N=C/c2nc3ccccc3s2)n[nH]c1=S
  109, 92, 111, 100, 114, 110, 95, 107
> c1ccc(C2Oc3ccccc3C3CC(c4ccco4)=NN32)cc1 (stereo not given)
  101, 98, 107, 103, 103, 100, 95, 102
> CCOC(=O)c1c[nH]c2c(OC)ccc(OC)c2c1=O
  100, 85, 95, 108, 109, 108, 97, 87
> CCCC(=O)O[C@]1(C(=O)CO)CCC2[C@@H]3CCC4=CC(=O)CC[C@]4(C)C3[C@@H](O)C[C@@]21C (stereo not given in full)
  96, 107, 104, /, 100, 104, 69, 113
> CCN(CC)CCCCCNc1cc(Cl)c(Cl)cc1[N+](=O)[O-]
  95, 99, 91, 82, 96, 93, 106, /
> CC(C(OC(=O)C(c1ccccc1)c1ccccc1)c1ccccc1)N(C)C (stereo not given)
  94, 88, 100, 95, 103, 112, 90, 91
> COc1ccc(-c2cc(NC(=O)Nc3nc4ccccc4s3)no2)cc1
  120, 92, 93, 99, 102, 97, 64, 101
> CCCOC(=O)c1ccc2c(c1)[N+](=O)C(C(=O)c1ccccc1)=C(C(F)(F)F)[N+]2=O
  -94*, -92*, -70*, /, -97*, -90*, -88*, -88*
> O=C1NN(C(=O)c2ccccc2)C(c2ccccc2)=N/C1=C\c1cn(-c2ccccc2)nc1-c1ccccc1
  105, 84, 102, 100, 108, 96, 99, 96
> CCOC(=O)c1c(Nc2nc3ccccc3s2)sc2c1CCC(=O)C2
  93, 43, 59, 61, 108, 83, 69, 103
> C/C(=N\N=C\c1ccc(N(C)C)cc1)c1nnn(-c2ccc(Cl)cc2)c1C
  107, 102, 107, 103, 108, 104, 106, 122
> OC(C[n+]1ccccc1)c1ccccc1 (stereo not given)
  115, 103, 101, 115, 134, 108, 95, 110
> CN1C(=O)NC(=NCc2ccccc2)C1NCc1ccccc1 (stereo not given)
  80, 87, 102, 102, 100, 107, 89, 95
> CC(=O)Nc1ccc(C(=O)CCN2CCCCC2)cc1
  /, 95, 100, 101, 106, 100, 70, 89
> FC(F)(F)c1cccc(/C=C/c2nn3c(-c4ccc(Br)cc4)nnc3s2)c1
  104, 97, 106, 103, 107, 103, 101, 117
> CCCCCc1ccc(S(=O)(=O)Nc2cccc(-c3csc(N4CCN(C)CC4)n3)c2)cc1
  93, 69, 95, 89, 100, 88, 80, 101
> O=C(CCCCCCN1CC(=O)N2[C@@H](c3ccccc3Cl)c3[nH]c4ccccc4c3C[C@H]2C1=O)NO
  52, 34, 49, 47, 44, 59, 97, 70
> O=C(NCCCNc1cc(-c2cn(-c3ccccc3)nc2-c2cccc(O)c2)ccn1)c1cccc(O)c1
  58, 42, 53, 44, 78, 32, 53, 83
> CC(C[N+](C)(C)C)OC(N)=O (stereo not given)
  97, 106, 114, /, 120, 114, 83, 120
> c1coc(-c2nc(N=C3N=c4ccccc4=N3)[nH]c2-c2ccco2)c1
  98, 89, 104, 100, 100, 106, 112, 91
> O=C(Nc1cccc(-n2cc(-c3ccncc3)c(-c3ccc(Cl)c(O)c3)n2)c1)c1ccccc1
  44, 68, 55, 59, 48, 56, 53, 68
> Cn1c(NCc2ccccc2)nc(N)c(N=O)c1=O
  93, 84, 92, 101, 102, 102, 103, 95
> COc1ccc([N+](=O)[O-])cc1NC(=O)N(C)Cc1ccco1
  116, 98, 96, 96, 114, 105, 112, 109
> COc1ccc([N+](=O)[O-])c(C(=O)O)c1
  110, 106, 100, 99, 106, 98, 103, /
> CCCn1c(CC)nc([N+](=O)[O-])c1Sc1ncn[nH]1
  88, 95, 99, 96, 87, 94, 101, 113
> Nc1c(C(=O)Nc2ccccc2)oc2ncc(Cl)cc12
  92, 102, 105, 99, 90, 68, 98, 119
> O=S(=O)(O)OCCOc1ccc(S(=O)(=O)c2ccc(OCCOS(=O)(=O)O)cc2)cc1
  92, 101, 99, 107, 109, 112, 90, 101
> N#Cc1cccc(C(F)(F)F)c1
  115, 105, 109, 107, 101, 105, 97, 111
> CCSc1nc(Cl)c(C#N)c(-c2ccc(F)cc2)n1
  94, 93, 82, 97, 101, 92, 87, 102
> COc1cc(NC(=O)CCSc2nc3ccccc3c(=O)n2CCc2ccccc2)cc(OC)c1OC
  60, 47, 71, 39, 70, 62, 72, 59
> COc1cc2oc(-c3cccc(NC(=O)c4cccc(Br)c4)c3)cc(=O)c2c(OC)c1OC
  84, 57, 59, 49, 71, 57, 49, 54
> CCOCc1nc(N)nc(N)c1-c1cccc(Cl)c1
  101, 102, 102, 100, 106, 102, 95, 98
> COc1ccc(C2(OC)Oc3cc(OC)ccc3C(=O)C2(O)OC)cc1 (stereo not given)
  108, 90, 112, 106, 111, 116, 100, 108
> CN(C)c1ccc(/C=C\C(=O)c2ccccc2)cc1
  98&93&84, 85&91&88, 72&79&90, 89&89&95, 90&103&93, 25&38&85, 82&80&67, 72&92&93
> O=C(CN1CCN(c2ccccc2)CC1)Nc1nc2c(s1)Nc1ccccc1NC2=O
  92, 114, 104, /, 101, 98, 102, /
> N#Cc1c(Nc2ccccc2)nn2c(-c3ccc(Cl)cc3)ccnc12
  100, 89, 100, 79, 102, 103, 95, /
> NS(=O)(=O)c1ccc(C(=O)N/N=C/c2cn(S(=O)(=O)c3ccccc3)c3ccccc23)cc1
  104, 83, 95, 97, 89, 97, 107, 96
> CCOc1ccc(N=Nc2ccc(C=O)c(S(=O)(=O)O)c2)cc1
  102, 105, 103, 100, 114, 107, 95, 97
> O=C1CCC(OC(c2ccc(Cl)cc2)c2ccc(Cl)cc2)N1 (stereo not given)
  103, 86, 100, 100, 107, 112, 95, 97
> CCOC(=O)C1=NNC(C(=O)OCC)C1C(=O)OCC (stereo not given)
  104, 95, 105, 109, 112, 111, 105, 129
> Cc1cc(C)c(Sc2c(C)cc(C)cc2C)c(C)c1
  98, 101, 104, 103, 109, 100, 96, 96
> O=C1Nc2ccc(Cl)cc2/C1=N/c1nc(-c2ccc(F)cc2)cs1
  36, 7.6*, 39, 42, 43, 9.6*, 44, 40
> COc1ccc(-c2nnc(SCC(=O)Nc3ccc(C(=O)/C=C/c4ccc(Cl)cc4)cc3)n2-c2ccccc2)cc1OC
  99[100 µM], 86[100 µM], 100[100 µM], 102[100 µM], 103[100 µM], 100[100 µM], 91[100 µM], 65[100 µM]
> CCN(CC)S(=O)(=O)c1ccc(S(=O)(=O)N2CCC[C@@H](C(=O)N3CCN(C(=O)OC(C)(C)C)CC3)C2)cc1
  50, 62, 78, 18, 98, 61, 68, 101
> NC(=O)Cc1ccc(N)cc1
  100, 97, 107, 107, 107, 121, 108, 101
> O=S(=O)(CC(O)C(Cl)(Cl)Cl)N(Cc1ccccc1)Cc1ccccc1 (stereo not given)
  100, 102, /, 102, 98, 99, 95, /

Compound profiles (already shown). Screens in order: UACC-257	UACC-62	M14	SK-MEL-5	SK-MEL-28	MDA-MB-435	A549/ATCC	SK-MEL-2
CCOc1ccc(N=Nc2ccc(C=O)c(S(=O)(=O)O)c2)cc1 in the list: 102	105	103	100	114	107	95	97
CCN(CC)S(=O)(=O)c1ccc(S(=O)(=O)N2CCC[C@@H](C(=O)N3CCN(C(=O)OC(C)(C)C)CC3)C2)cc1 in the list: 50	62	78	18	98	61	68	101
CCOC(=O)C1=NNC(C(=O)OCC)C1C(=O)OCC (stereo not given) in the list: 104	95	105	109	112	111	105	129
N#Cc1cccc(C(F)(F)F)c1 in the list: 115	105	109	107	101	105	97	111
O=C1CCC(OC(c2ccc(Cl)cc2)c2ccc(Cl)cc2)N1 (stereo not given) in the list: 103	86	100	100	107	112	95	97

(further entries)
Order of values: UACC-257, UACC-62, M14, SK-MEL-5, SK-MEL-28, MDA-MB-435, A549/ATCC, SK-MEL-2
> O=C(Nc1cccc(-n2cc(-c3ccncc3)c(-c3cc(O)cc(Cl)c3)n2)c1)Nc1ccc(Cl)c(Cl)c1
  -71*, -62*, -69*, -53*, -51*, -33*, 4.0*, /
> CSC1=Nc2c(c(C)c(-c3ccccc3)n2CCCN2CCN(C)CC2)C2=NC(=O)CN12
  100, 87, 100, 91, 103, 105, 90, 92
> O=C1C2CC(O)Cc3ccccc3N2C(=O)CN1CCO (stereo not given)
  91, 101, 100, 103, 104, 102, 90, 93
> Brc1nsc(SSc2nc(Br)ns2)n1
  111, 107, 101, 111, 128, 107, 104, /
> COc1ccc(Cl)cc1NC(=O)c1cc2c(n1C)-c1nc(NC(=O)C(C)C)sc1CC2
  88, 83, 85, 61, 95, 94, 72, 65
> O=C1c2ccccc2C(=O)c2cc(Br)ccc21
  107, 98, /, 107, 116, 127, 110, 98
> COc1ccc(CNC(=O)C(=O)[C@H](Cc2ccccc2)NC(=O)c2[nH]c3ccccc3c(=O)c2C)cc1
  99, 96, 100, 100, 103, 100, 96, 109
> COc1ccc(C(=O)NC(=S)N2CCN(c3ncnc4c3cnn4-c3ccccc3)CC2)cc1
  54, 41, 63, 72, 50, 85, 59, 58
> Clc1ccc(C2CC(c3cccc(Nc4ccncc4)c3)=NN2c2ccccc2)cc1 (stereo not given)
  35, 94, -81*, 69, 9.8*, -46*, 27, 84
> CN1C(=O)[C@H]2c3c1cccc3[C@@]1(N)C(=O)[C@H](CCC1(C)C)C2(C)C
  100, 79, 107, 96, 108, 102, 93, 103
> COc1ccc2cc([C@H](C)C(=O)N/N=C/c3ccc(Br)cc3)ccc2c1
  110, 96, 102, 100, 108, 103, 100, 109
> COc1ccc(C2C(C#N)(C#N)C2(C#N)C#N)cc1
  88, 84, 97, 101, 103, 104, 91, 99
> COc1cc(C=O)ccc1OCCOc1ccc(/C=N/NC(=O)Cn2c(C(C)C)nc3ccccc32)cc1OC
  100, 94, 103, 109, 112, 105, 99, 110
> OCCS
  91, 103, 98, 100, 109, 105, 95, 108

High-throughput results: PubChem, NCI
